# p53 reactivator – qHTS assay for re-activators of p53 using a Luc reporter | AID 504706, 2011 | 320,000 compounds, 0.063% hits | H1299 p53-A138V BP100-luciferase reporter, luminescence, 24 h | Potency, µM (series often up to 92.2 µM), for the others: top-dose activity change, positive = activation, usual class: activators; further: potency means the concentration at half of the fitted maximal effect; % of control where 0% means no effect; nearly all actives have a fitted effect of over 45% in size
#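 H1299 (p53-null), stable ts p53-A138V + BP100-Luc; 1000 cells/well, Opti-MEM/10% FBS; cpd 4 pt, 1:5; 24 h, 37 deg C, 5% CO2; detection reagent 10 min RT; luminescence.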
# ELG1 repair inh – qHTS screen for small molecules that inhibit ELG1-dependent DNA repair in human embryonic kidney (HEK293T) cells expressing luciferase-tagged ELG1; HEK293T ELG1-luciferase reporter, luminescence, 16 h; DNA damage induced by 5-fluorouridine; Potency, µM (series often up to 46.1 µM), without a hit: at the highest dose activity change, negative = inhibition, hits mostly inhibitors; 330,000 compounds, 2.3% hits; further: potency means the concentration at half of the fitted maximal effect; on the % scale 0 is the no-effect control and ±100 the full control effect; nearly all actives have a fitted effect of over 55% in size
#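 In this reporter screen, reduction of luminescence relative to DMSO vehicle indicated activity. Compounds and 5-fluorouridine were added together to 2,000 cells per well, incubated for 16 hr at 37 °C, then developed with ONE-Glo.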
# FLuc counter – qHTS profiling assay for firefly luciferase inhibitor/activator using purifed enzyme and Km concentrations of substrates (counterscreen for miR-21 project) | Luciferin 4-monooxygenase (Photinus pyralis), P08659 | purified FLuc, Km substrates, luminescence inhibition | Potency, µM (titrated, usually from 57.5 µM), for inactives: at the highest dose activity change, negative = inhibition, hits mostly inhibitors | 360,000 compounds, 6.9% hits;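 further: potency means the concentration at half of the fitted maximal effect; plate controls were vehicle for no effect and reference inhibitor for full effect; nearly all actives have a fitted effect of over 55% in size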
#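 Purified P. pyralis luciferase (10nM final) with 10uM D-luciferin and 10uM ATP (Km levels) in 50mM Tris acetate pH 7.5, 10mM Mg acetate, 0.01% Tween-20, 0.05% BSA; qHTS 6-point titration, ~60 µM downward; luminescence read.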
# NPC1 promoter act – qHTS Assay for NPC1 Promoter Activators; Huh7 NPC1 promoter luciferase reporter, 24 h; 320,000 compounds, 2.4% hits; Potency, µM (top dose mostly 9.22 µM), without a hit: at the highest dose activation, most hits filed as activators;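 further: potency means the concentration at half of the fitted maximal effect; % of control where 0% means no effect; nearly all actives have a fitted effect of over 60% in size; reporter is driven by a mutant NPC1 promoter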
#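 Luciferase expression driven by the NPC1 promoter was measured in stably transfected Huh7 cells after a 24 h compound incubation, using a luciferase reagent and a luminescence read.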
# Rab9 prom act – qHTS Assay for Rab9 Promoter Activators. Potency, µM (titrated, usually from 9.22 µM), inactives show top-dose activation, negative = inhibition, hits mostly activators. Huh7 Rab9 promoter-luciferase reporter, luminescence, 24 h. 320,000 compounds, 2.8% hits; further: potency means the concentration at half of the fitted maximal effect; % of control where 0% means no effect; nearly all actives have a fitted effect of over 60% in size
#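 Luminescence from Amplite-detected luciferase (10 minutes, ambient) reports Rab9 promoter activation. Before that, stable Rab9-luciferase Huh7 cells (1500/well, reduced-serum OP-MEM I plus 10% FBS) were exposed to compound for 24 hours at 37C.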
# Gal4-VP16 FLuc – VP16 counterscreen qHTS for inhibitors of ROR gamma transcriptional activity. AID 2546, 2010. Drosophila S2 Gal4-VP16 UAS-luciferase, luminescence, 20 h. Potency, µM (highest dose often 53.6 µM), without a hit: at the highest dose activity, negative = inhibition, hits mostly inhibitors. 310,000 compounds, 3.5% hits;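 further: Gal4-VP16 expression switched on by copper sulfate through the metallothionein promoter; potency means the concentration at half of the fitted maximal effect; on the % scale 0 is the no-effect control and ±100 the full control effect; nearly all actives have a fitted effect of over 50% in size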
# BRCA1 expr up – qHTS Assay to Identify Small Molecule Activators of BRCA1 Expression | MCF7-BRCA1-FFLuc reporter, luminescence, 48 h; response scale: scaled: vehicle 0%, 10 µM genistein 100% | Potency, µM (top dose mostly 46.1 µM), inactives show top-dose activation, most hits filed as activators | 380,000 compounds, 1.1% hits | AID 624202, 2012; further: potency means the concentration at half of the fitted maximal effect; nearly all actives have a fitted effect of over 80% in size; some results filed as inactive show a strong effect at the top dose
#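 Luminescence from a BRCA1-driven firefly luciferase in MCF7 cells was read after 48 h compound exposure at 37 C. Data normalized against DMSO and a 10microM genistein activation control, then curve-fitted across the titration.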
# Tb PFK block – qHTS Assay to Find Inhibitors of T. brucei phosphofructokinase; ATP-dependent 6-phosphofructokinase (Trypanosoma brucei brucei), O15648; T. brucei PFK, ADP-Glo luminescence; Potency, µM (highest dose often 57.5 µM), for inactives: at the highest dose activity, negative = inhibition, actives largely listed as inhibitors; 330,000 compounds, 0.17% hits; AID 485367, 2010;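 further: potency means the concentration at half of the fitted maximal effect; 0% = uninhibited 1x PFK enzyme wells and -100% = no-enzyme wells; nearly all actives have a fitted effect of over 60% in size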
# Target sequence (O15648 whole entry, looked up): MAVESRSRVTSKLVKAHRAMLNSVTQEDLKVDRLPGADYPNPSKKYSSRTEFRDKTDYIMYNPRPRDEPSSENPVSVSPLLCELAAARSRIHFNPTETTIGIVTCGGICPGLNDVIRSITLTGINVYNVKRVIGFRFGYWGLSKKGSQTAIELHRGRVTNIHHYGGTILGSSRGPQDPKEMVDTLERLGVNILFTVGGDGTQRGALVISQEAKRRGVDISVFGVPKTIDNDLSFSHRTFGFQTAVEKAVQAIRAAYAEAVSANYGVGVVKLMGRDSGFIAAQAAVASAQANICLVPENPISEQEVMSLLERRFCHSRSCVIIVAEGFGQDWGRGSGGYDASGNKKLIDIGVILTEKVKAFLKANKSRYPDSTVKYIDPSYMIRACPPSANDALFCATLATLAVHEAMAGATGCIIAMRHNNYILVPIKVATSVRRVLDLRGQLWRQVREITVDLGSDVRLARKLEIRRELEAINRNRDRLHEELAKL
#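 Luminescent ADP detection (ADP-Glo, two-step: ATP depletion then ADP-to-ATP conversion for luciferase) reported PFK activity after 45 min room-temperature reaction of 1.25 nM enzyme with 0.5 mM F6P and 0.1 mM ATP at pH 8.0.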
# TRPV1 agonist – HTS Assay for Compounds that Act as Agonists of the Vanilloid Receptor 1. TRPV1-expressing cells, Fluo-8 calcium influx, agonist mode. AID 540275, 2011. Transient receptor potential cation channel subfamily V member 1 (Homo sapiens), Q8NER1. activation, % at 8.33 µM. 320,000 compounds, 0.19% hits; in the data active means activation above about 80%; inconclusive means between about 30% and that limit; further: 0% is about no effect
#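 Fluo-8 calcium influx in TRPV1-expressing cells, kinetic read (ex 480/em 520 nm). Compound added and read 3 min for agonist activity, followed by capsaicin at EC20 final and 2 min further read for enhancement.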
# ELG1 genotox – qHTS screen for small molecules that induce genotoxicity in human embryonic kidney (HEK293T) cells expressing luciferase-tagged ELG1 | HEK293T ELG1-luciferase reporter, luminescence, 16 h | 330,000 compounds, 1.3% hits | Potency, µM (series often up to 46 µM), for the others: at the top dose activity change, positive = activation, most hits filed as activators; further: potency means the concentration at half of the fitted maximal effect; % of control where 0% means no effect; nearly all actives have a fitted effect of over 60% in size
#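 Cells (2,000/well) expressing the ELG1-luciferase fusion are dosed by pin tool and kept 16 hr at 37 °C, 5% CO2. Signal comes from ONE-Glo luciferase reagent after 30 min at room temperature.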
# RORgamma inh – qHTS for inhibitors of ROR gamma transcriptional activity; AID 2551, 2010; Nuclear receptor ROR-gamma (Mus musculus), P51450; 310,000 compounds, 5.4% hits; Drosophila S2 Gal4-RORgamma UAS-luciferase reporter, 20 h; Potency, µM (doses to about 53.6 µM), for the others: top-dose activity change, negative = inhibition, usual class: inhibitors; further: potency means the concentration at half of the fitted maximal effect; on the % scale 0 is the no-effect control and ±100 the full control effect; nearly all actives have a fitted effect of over 60% in size
# Target sequence (P51450 whole entry, looked up, the tested form may be a part): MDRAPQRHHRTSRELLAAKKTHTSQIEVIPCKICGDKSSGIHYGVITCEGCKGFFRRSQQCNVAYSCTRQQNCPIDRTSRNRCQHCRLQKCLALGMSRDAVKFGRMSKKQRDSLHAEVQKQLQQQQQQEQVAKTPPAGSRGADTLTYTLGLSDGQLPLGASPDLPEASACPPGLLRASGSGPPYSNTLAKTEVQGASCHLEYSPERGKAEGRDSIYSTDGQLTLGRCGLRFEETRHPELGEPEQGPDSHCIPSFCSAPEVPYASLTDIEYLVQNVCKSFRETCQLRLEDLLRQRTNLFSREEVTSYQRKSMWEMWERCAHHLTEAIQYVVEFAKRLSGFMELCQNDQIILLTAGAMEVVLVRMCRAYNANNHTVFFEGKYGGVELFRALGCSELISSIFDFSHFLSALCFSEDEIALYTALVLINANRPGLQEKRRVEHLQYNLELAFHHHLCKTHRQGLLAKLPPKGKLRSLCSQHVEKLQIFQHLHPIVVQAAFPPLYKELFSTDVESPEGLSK
#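 Schneider cells (Drosophila), stable Gal4 DBD–ROR gamma + UAS-luc; 1 hr cmpd preincubation; Cu2+ induction 700 uM final; 20 hr ambient; luminescence.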
# Starred values were filed as active, the others as inactive; ? = inconclusive; . = no result given; & = joins results of further samples; [ ] = dose if it differs, or a comment. Unless noted, the call rests on the fitted dose curve; in most records, active means well fitted curve in the direction sought with a large enough effect; inconclusive means small, poorly fitted or top-dose-only effect, or another doubt; inactive means no such curve, though single readings can be large; an effect the other way counts as inactive or inconclusive.
SMILES,p53 reactivator,ELG1 repair inh,FLuc counter,NPC1 promoter act,Rab9 prom act,Gal4-VP16 FLuc,BRCA1 expr up,Tb PFK block,TRPV1 agonist,ELG1 genotox,RORgamma inh
O=[N+]([O-])c1cccc2c1ccc1ncccc12,-3%,-12%,-13%,0%,0%[1.84 µM],-6%,43%,-7%,14,-12%,0%
Cc1cc(C(=O)NC2CCCc3c2cnn3-c2ccc(C)c(C)c2)nc(C)n1 (centres undefined),4%,-15%,-4%,-1%,0%,-16%,-2%,1%,9,-8%,0%
CNCCCc1[nH]nc(N)c1C#N,8%,10%,0%,-6%,10%,-8%,15%,3%,-2,-1%,-17%
CC1(C)CC2(CC(C)(C)N1)OC(=O)N1CCc3ccccc3C12C (centres undefined),-5%,11%,4%,0%,-14%,22%,1%,0%,-1,-1%,38%
Oc1ccc(-c2nccc(-c3cccs3)n2)cc1,?,?,8.5µM*,?,22%,0%,44%,-2%,.,?,31%
CC1(C)Cc2c(c(N3CCCCC3)[nH]c(=S)c2C#N)CS1,-7%,-6%,6%,-7%,-6%,-4%,-21%,1%,0,0%,0%
COc1cccc(NC(=O)CN(c2cccc(OC)c2)S(C)(=O)=O)c1,3%,-6%,0%,-3%,-1%,-1%,-17%,1%,3,-14%,-16%
Brc1csc2ncccc12,-4%,-12%,0%,-3%,-6%,-7%,-5%,3%,-7,-1%,-3%
O=C(CNS(=O)(=O)c1ccccc1)OCC(=O)c1ccc(F)cc1,1%,16%,-3%,0%,0%,5%,-13%,-14%,2,-1%,2%
CC1CCCCN1C(=O)CCn1c(=O)oc2ccccc21 (centres undefined),9%,-14%,4%,16%,13%,-6%,13%,-2%,1,6%,31%
Cc1oc(-c2cccc(Cl)c2)nc1CN1CCC(C(=O)NC2CC2)CC1,6%,-5%,1%,?,6%,2%,-17%,1%,0,0%[9.26 µM],-1%
Cn1cc(CCC(=O)NCc2ccc3c(c2)OCO3)c2ccccc21,-2%,6%,-3%,1%,-28%,1%,3%,-2%,3,2%,7%
CC1Cc2ccccc2N1C(=O)c1cc2sccc2n1Cc1ccccc1 (centres undefined),-8%,19%,2%,5%,0%,-9%,-24%,-8%,-2,0%,27%
Cc1ccc(CNC(=O)C(NS(=O)(=O)c2cccc3nsnc23)c2ccccc2)cc1 (centres undefined),-7%,-4%,3%,-1%,-12%,4%,-16%,6%,-1,-2%,35%
COCCCNC(=O)C(C#N)c1nc2ccccc2nc1N1CCCC1 (centres undefined),-41%[inhibitor],21µM*,-1%,0%,-4%,-19%,-14%,-2%,-2,0%,2%
CCc1ccc(S(=O)(=O)c2cn(C)c3cc(OC)c(OC)cc3c2=O)cc1,-2%,-1%,3%&-4%,-1%,-3%,-10%,0%,2%,-1,0%,2%
Cc1nc(SC(C)C(=O)Nc2cccc(C(F)(F)F)c2)c2c(C)c(C(=O)O)sc2n1 (centres undefined),-3%,-2%,1%,0%,-5%,-5%,7%,-11%,2,7%,-1%
COc1cccc(CN2CCNC(=O)C2CC(=O)NCCc2nc(C)c(C)s2)c1OC (centres undefined),-6%,-12%,-3%,-2%,-2%,-4%,-1%,1%,-1,0%,9%
Cc1oc(-c2cccs2)nc1CN1CCN(CC(C)C)C(CCO)C1 (centres undefined),1%,5%,-2%,0%,2%,-18%,-10%,-1%,5,6%,4%
CC(NS(=O)(=O)c1ccc(Cl)cc1)C(=O)Nc1ccc2c(c1)OCCO2 (centres undefined),-9%,1%,1%,-2%,5%,6%,3%,0%,-1,0%,-1%
COc1cccc2c1OCC(CN1CCN(Cc3ccccc3F)C(CCO)C1)=C2 (centres undefined),21%,?,-4%,-7%,-2%,-1%,-34%,-1%,-1,-5%,12%
CC(=O)CSc1nc2c(c(=O)[nH]c(=O)n2C)n1Cc1ccccc1Cl,23%,0%,3%,-8%,0%,-14%,-26%,-3%,2,16%,7%
CCn1cc(Br)c(C(=O)NC(=S)Nc2ccc(C(=O)OC)cc2)n1,5%,16%,-3%,4%,17%,-8%,36%,-3%,-3,12%,3%
CC(=O)/C(C#N)=C1\NC(=O)C(Cc2ccc(F)cc2)S1 (centres undefined),1%,-4%,-2%,-6%,-4%,-1%,-22%,2%,0,-6%,31%
CCCCCCC(=O)N/N=C/c1ccco1,?,7%,2%,0%,5%,15%,14%,6%,10,3%,6%
SMILES,p53 reactivator,ELG1 repair inh,FLuc counter,NPC1 promoter act,Rab9 prom act,Gal4-VP16 FLuc,BRCA1 expr up,Tb PFK block,TRPV1 agonist,ELG1 genotox,RORgamma inh
Cc1cn2c(-c3ccncc3)nnc2s1,1%,10%,1%,1%,0%,-7%,24%,2%,1,-4%,4%
CC(=O)Oc1c(C)c2c3c(c1OC(C)=O)[C@@H](C)CC[C@@H]3[C@@H](C)C[C@H]2C=C(C)C,2%,1%,6%,-3%,-4%,.,-18%,3%,20,-2%,.
Cc1csc2ncc(C(=O)NCc3ccccn3)c(=O)n12,-1%,7%,1%,-3%,0%,1%,-5%,-10%,-1,1%,17%
CSc1nnc(NC(=O)c2nc(S(=O)(=O)Cc3ccccc3F)ncc2Cl)s1,-33%[inhibitor],?,-7%,.,-21%,10µM*,-50%,0%,-2,-15%,16µM*
CCOc1ccc(NC(=O)c2sccc2-n2cccc2)cc1,-2%,2%,-17%,4%,8%,-4%,-16%,5%,?,0%,7%
Cc1ccc(NC(=O)c2ccccc2N(C)S(C)(=O)=O)cc1C,-3%,3%,2%,4%,1%,1%,3%,5%,4,3%,-8%
COc1ccc(OC)c(C2C(C(=O)c3ccco3)=C(O)C(=O)N2CCN2CCOCC2)c1 (centres undefined),2%,22%,5%,-1%,3%,1%,.,1%,1,1%,-24%
COc1ccc(N2CCN(C(=O)c3cc4c(-c5cccc(OC)c5)nn(C)c4s3)CC2)cc1,-7%,?,4%,0%,?,-30%,-42%,1%,6,-10%,18%
Nc1c(C(=O)N/N=C/c2ccc(OCc3ccccc3)cc2)cnn1-c1ccccc1,0%,0%,-1%,-1%,-2%,?,5%,-4%,12,4%,-25%
NC(=O)c1ccsc1NC(=O)COC(=O)CNC(=O)c1ccc(F)cc1,-3%,4%,-1%,-10%,-3%,.,-2%,1%,3,-1%,.
Cn1cccc1CNC(=O)Nc1ccccc1,24%,?,19µM*,28%,?,10%,?,4%,27,?,?
COc1ccc(-c2cc(=O)c3cc(C)ccc3[nH]2)cc1,?,?,1.7µM*,3.2µM*,3.2µM*,?,?,2%,20,13µM*,-28%[96.6 µM]
COc1cc2c(cc1OC)C(c1ccc(-c3ccc(Cl)cc3Cl)o1)=NCC2,-6%,?,15µM*,-8%,-4%,20µM*,-81%,-4%,0,-13%,6.3µM*
Cc1ccc(NC(=O)CSc2nnc(CN3CCOCC3)n2-c2ccccc2)cc1,-10%,-7%,7%,1%,2%,-2%,-48%,-1%,7,6%,?
O=C(O)c1ccc(/C=N/N2CCN(Cc3ccc(Cl)cc3)CC2)cc1,-1%,8%,-9%,-4%,-2%,5%,7%,-3%,-2,1%,11%
CC(c1ccon1)N(C)C(=O)CCc1nnc(Cc2ccc(-c3ccccc3)cc2)o1 (centres undefined),2%,?,?,-2%,-4%,-8%,15%,-4%,20,-8%,?
Cc1ccc(S(=O)(=O)NC(C)(C)CN2CCNCC2)cc1,-1%,-5%,-1%,-4%,-10%,1%,1%,-4%,-4,0%,-5%
CCOc1ccc(N(C(C)C(=O)NN=C2CCCCCCC2)S(C)(=O)=O)cc1 (centres undefined),-8%,1%,7%,-2%,0%,8%,2%,1%,0,-5%,-34%

# Only ELG1 genotox, Rab9 prom act and FLuc counter, for 2 of the compounds above:
smiles	ELG1 genotox	Rab9 prom act	FLuc counter
CCOc1ccc(NC(=O)c2sccc2-n2cccc2)cc1	0%	8%	-17%
Cc1ccc(NC(=O)c2ccccc2N(C)S(C)(=O)=O)cc1C	3%	1%	2%

# Assay outcomes as filed in PubChem.
